AmpC no deterg – AmpC beta-lactamase inhibition without detergent; P00811; AmpC nitrocefin hydrolysis, absorbance 480 nm, 0.0001% Triton; Potency, µM (doses to about 57.1 µM), without a hit: at the highest dose activity change, negative = inhibition, usual class: inhibitors; actives 0.52% (n = 330,000); AID 485341;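 also: potency is read from the fitted curve at half-maximal effect; plate controls were no compound for no effect and no enzyme for full effect; nearly all actives have a fitted effect of over 20% in size; some results filed as inactive show a strong effect at the top dose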
Target sequence (P00811 whole entry, looked up): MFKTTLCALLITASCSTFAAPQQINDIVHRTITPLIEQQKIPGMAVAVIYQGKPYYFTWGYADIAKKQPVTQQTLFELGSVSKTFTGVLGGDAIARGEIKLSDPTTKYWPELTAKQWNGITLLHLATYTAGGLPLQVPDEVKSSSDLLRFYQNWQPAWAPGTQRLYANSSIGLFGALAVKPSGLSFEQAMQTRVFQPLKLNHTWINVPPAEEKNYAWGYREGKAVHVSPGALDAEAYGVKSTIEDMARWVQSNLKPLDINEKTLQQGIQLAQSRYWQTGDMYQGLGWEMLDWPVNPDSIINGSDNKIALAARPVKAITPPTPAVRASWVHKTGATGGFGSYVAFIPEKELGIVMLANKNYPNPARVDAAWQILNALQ
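AmpC (5.3 nM in the dispensed reagent) in 20 mM phosphate pH 7.0 with 0.01% (detergent screen) or 0.0001% Triton X-100 was preincubated with compounds for 15 min at room temperature. Nitrocefin was then added from an 800 uM solution, and hydrolysis was followed at 480 nm.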
AMA1-RON2 inh – disrupts binding of P. falciparum AMA1 to RON2. AlphaScreen AMA1-biotinylated RON2 peptide binding. Potency, µM (titrated, usually from 58.2 µM), without a hit: at the highest dose activity change, negative = inhibition, usual class: inhibitors. actives 0.2% (n = 360,000);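 also: potency is read from the fitted curve at half-maximal effect; 0% = vehicle wells and -100% = peptide control; nearly all actives have a fitted effect of over 45% in size; some results filed as inactive show a strong effect at the top dose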
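AMA1 (3D7) with his tag at 25 nM final met compounds first, then biotinylated RON2 peptide at 25 nM; detection used donor plus acceptor beads, 10 µg/mL apiece, read by AlphaScreen after 30 min at room temperature.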
HCMV inh – blocks human cytomegalovirus replication; actives 4.5% (n = 410,000); activity change, negative = inhibition, % at 57.5 µM; HFF cells, HCMV-luciferase reporter, 72 h; hits give low values; in the data active = activity change below about -60%; inconclusive = no clear call, values can overlap the other calls; inactive = above about -39%
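Cell-based, HFFs, 1000 cells/well, 16 h 37C; cpds in DMSO + HCMV-luc, MOI 1 PFU/cell; 72 h 37C; OneGlo luminescence after 5 min RT; norm. to buffer vs Salinomycin 10uM.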
AmpC inh detg – blocks E. coli AmpC beta-lactamase in detergent assay; AmpC hydrolysis of nitrocefin, absorbance 480 nm, 0.01% Triton; actives 0.041% (n = 370,000); P00811; Potency, µM (highest dose often 114 µM), for the others: top-dose activity change, negative = inhibition, usual class: inhibitors; AID 485294;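 also: potency is read from the fitted curve at half-maximal effect; 0% = no-compound wells and -100% = no-enzyme wells; nearly all actives have a fitted effect of over 25% in size; some results filed as inactive show a strong effect at the top dose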
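20 mM phosphate pH 7.0 + 0.01% (detergent screen) or 0.0001% Triton X-100; 5.3 nM AmpC reagent; cpd preinc 15 min RT; nitrocefin (800 uM stock) to start; A480 q20 s × 4 min; Activity was normalised to no-enzyme and no-compound control wells.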
Tb PYK inh – inhibitors of Trypanosoma brucei pyruvate kinase. TbPYK enzyme, Kinase-Glo Plus ATP luminescence, 45 min. actives 0.12% (n = 410,000). AID 624173. Potency, µM (highest dose often 76.8 µM), for the others: at the highest dose activity, negative = inhibition, most hits filed as inhibitors. Q57TT1; also: potency is read from the fitted curve at half-maximal effect; nearly all actives have a fitted effect of over 50% in size
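Luminescent Kinase-Glo Plus end-point after 45 min room-temperature reaction of T. brucei pyruvate kinase started with 130 uM ADP (final). Buffer TEA 50 mM pH 7.2 with KCl, MgCl2, BSA, Tween-20; titration-based qHTS with fitted concentration-effect curves.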
LmPK inh – blocks Leishmania mexicana pyruvate kinase activity | purified LmPK, Kinase-Glo ATP luminescence, 1 h | actives 0.37% (n = 290,000) | Potency, µM (doses to about 57.5 µM), for inactives: at the top dose activity change, negative = inhibition, usual class: inhibitors | Q27686 | AID 1721; also: potency is read from the fitted curve at half-maximal effect
Target sequence (Q27686 whole entry, looked up): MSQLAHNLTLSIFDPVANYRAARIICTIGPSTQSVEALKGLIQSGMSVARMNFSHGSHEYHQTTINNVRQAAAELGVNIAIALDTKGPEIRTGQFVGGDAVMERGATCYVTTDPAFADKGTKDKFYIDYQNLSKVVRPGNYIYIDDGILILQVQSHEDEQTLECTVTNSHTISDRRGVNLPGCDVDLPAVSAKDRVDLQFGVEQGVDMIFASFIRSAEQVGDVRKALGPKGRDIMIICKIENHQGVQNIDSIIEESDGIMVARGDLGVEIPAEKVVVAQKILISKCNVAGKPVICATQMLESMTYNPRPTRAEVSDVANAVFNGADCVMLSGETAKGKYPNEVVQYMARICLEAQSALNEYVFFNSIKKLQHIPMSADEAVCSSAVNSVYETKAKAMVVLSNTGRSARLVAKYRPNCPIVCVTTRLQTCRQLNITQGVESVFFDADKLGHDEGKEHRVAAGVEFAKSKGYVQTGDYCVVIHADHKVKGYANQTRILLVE
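Purified LmPK (0.1 nM) with 0.5 mM PEP and 0.1 mM ADP in imidazole buffer pH 7.2 with MgCl2/KCl, 1 h at room temperature. ATP formed was read by luciferase luminescence and normalized to no-enzyme and uninhibited controls.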
HCV inh – HCV inhibition; actives 3.4% (n = 340,000); Potency, µM (titrated, usually from 41.8 µM), for inactives: at the highest dose activity change, negative = inhibition, actives largely listed as inhibitors; Huh7.5.1 HCVcc-Cre infection, luciferase reporter, 44 h; also: potency is read from the fitted curve at half-maximal effect
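After 44 h co-culture of compound, cells and HCVcc-Cre (~0.5 moi), substrate is added for 15 min at room temperature and luciferase measured over 15 sec. Cells were seeded at 1,000/well and pre-cultured 4 h.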
* hit, by the source's call; u = inconclusive; x = no result given; [ ] = another dose, or the depositor's remark. Unless noted, calls follow the shape of the dose curve; as a rule, active = well fitted curve in the direction sought with a large enough effect; inconclusive = small, poorly fitted or top-dose-only effect, or another doubt; inactive = no such curve, though single readings can be large; an effect the other way counts as inactive or inconclusive. Unless noted, % is scaled to controls: 0 for no effect and ±100 for the full control effect.

nr	canonical_smiles	Tb PYK inh	AMA1-RON2 inh	HCMV inh	LmPK inh	AmpC inh detg	AmpC no deterg	HCV inh
1	CCOC(=O)c1[nH]c2ccccc2c1NC(=O)c1ccc2c(c1)OCO2	1.1%	9.6%	23.2	-0.7%	-6.2%	3.6%	u
2	COc1ccc(C(=O)c2c[nH]c(C(=O)NCc3cccs3)c2)cc1	-9.5%	-25.4%	-7.6	4.1%	5.7%	-18.0%	28.9%
3	CCN(CC)c1nc(-c2ccccc2)cc(C(F)(F)F)c1C#N	-1.4%	65.5%[activator]	30.7	-5.9%	-13.4%	-18.6%	1.3%
4	Cc1ccc(S(=O)(=O)N[C@@H](Cc2ccccc2)C(=O)N2CCC(C(=O)N[C@@H](CC(C)C)C(=O)O)CC2)cc1	3.6%	21.1%	-25.8	-7.1%	-11.7%	24.8%	15.5%
5	Cc1cc(C)cc(N(C(=O)c2ccc3c(c2)OCO3)C2C=CS(=O)(=O)C2)c1 (stereo not drawn)	3.7%	-2.8%	6.0	7.7%	-0.3%	11.6%	14.9%
6	S=C(NCc1ccco1)N/N=C/c1ccc(Cl)cc1	-0.5%	41.0%[activator]	0.0	2.1%	-13.5%	-48.1%	-6.3%
7	CC(=O)N1CCN(c2ccc(NC(=O)c3ccc(F)cc3)cc2)CC1	-0.7%	1.4%	-17.2	-0.4%	-12.2%	-1.3%	3.1%
8	CCc1nc(N2CCCCC2C(=O)O)c2oc3ccccc3c2n1 (stereo not drawn)	-7.2%	-5.1%	155.0	3.6%	7.0%	-23.7%	12.1%
9	CCOc1ccc(-n2cc(-c3ccccc3)c3c(N4CCOCC4)ncnc32)cc1	-18.6%	u	47.1	1.0%	-7.0%	35.1%	11.2µM*
10	CC(C)[C@H](NC(=O)c1ccccc1Cl)C(=O)Nc1nc(-c2ccccn2)cs1	-4.6%	29.6%	-82.7*	-6.6%	9.6%	-10.0%	u
11	COC(=O)c1ccc(NC(=O)CO/N=C2\CCCc3nonc32)cc1	-0.5%	-12.8%	u	14.9%	6.2%	-20.3%	u
12	COc1cc(/C=C/C(=O)OCC(=O)NC(=O)NC(C)C)ccc1O	-10.9%	-6.3%	8.5	1.3%	1.9%	-25.1%	-1.3%
13	C/C=C/Cn1c(SC)nc2c1c(=O)[nH]c(=O)n2C	-15.9%	0.1%	63.5	-0.2%	-13.9%	-10.8%	-6.2%
14	Cc1cc(C)c2c(CC(=O)N(Cc3ccc(N(C)C)cc3)Cc3ccco3)coc2c1	2.6%	x	-10.1	x	0.1%	x	x
15	Cc1cccc(NC(=O)CCc2nc3sc4c(c3c(=O)[nH]2)CCCC4)c1	-13.1%	-9.7%	9.4	x	8.2%	-30.8%	13.5%
16	CC(=O)N1CCCc2cc(S(=O)(=O)N3CCCC3)ccc21	-6.3%	16.8%	-14.5	-7.2%	-7.6%	-4.0%	27.2%
17	COc1ccc(CNC(=O)c2cc3c(=O)[nH]c4ccccc4c3n2C)cc1	0.0%	-1.3%	u	5.3%	4.2%	-20.3%	-9.5%
18	CCCCCCN1C[C@H](O)[C@@H](n2cc(COC(=O)c3ccccc3)nn2)C[C@@H]1c1ccc(C)cc1	-0.6%	-13.8%	13.0	x	x	x	x
19	CN(C(=O)NCc1noc2ccccc12)c1cccc(Cl)c1	-5.9%	x	-10.1	x	-2.6%	x	x
20	C=CCn1cc(C(=O)N2CCN(C)CC2)c(=O)c2cc(S(=O)(=O)N(CC)CC)ccc21	-6.6%	31.5%[activator]	-26.8	0.6%	-0.9%	-6.0%	7.4%

Ordered by SMILES length (smallest number first): four of the compounds above
nr	canonical_smiles	Tb PYK inh	AMA1-RON2 inh	HCMV inh	LmPK inh	AmpC inh detg	AmpC no deterg	HCV inh
8	CCc1nc(N2CCCCC2C(=O)O)c2oc3ccccc3c2n1 (stereo not drawn)	-7.2%	-5.1%	155.0	3.6%	7.0%	-23.7%	12.1%
3	CCN(CC)c1nc(-c2ccccc2)cc(C(F)(F)F)c1C#N	-1.4%	65.5%[activator]	30.7	-5.9%	-13.4%	-18.6%	1.3%
12	COc1cc(/C=C/C(=O)OCC(=O)NC(=O)NC(C)C)ccc1O	-10.9%	-6.3%	8.5	1.3%	1.9%	-25.1%	-1.3%
14	Cc1cc(C)c2c(CC(=O)N(Cc3ccc(N(C)C)cc3)Cc3ccco3)coc2c1	2.6%	x	-10.1	x	0.1%	x	x

Further entries follow:
nr	canonical_smiles	Tb PYK inh	AMA1-RON2 inh	HCMV inh	LmPK inh	AmpC inh detg	AmpC no deterg	HCV inh
21	O=C(NC(=S)Nc1cccc2cccnc12)c1cccs1	-15.7%	69.7%[activator]	20.6	0.3%	-3.3%	-16.3%	u
22	O=C(N=Nc1c(O)[nH]c2ccccc12)c1ccc(CN2CCOCC2)cc1	0.6%	-0.7%	-7.8	-2.3%	-0.6%	-21.5%	-2.1%
23	Brc1ccc2nc(-c3cccs3)c(NCC3CCCO3)n2c1 (stereo not drawn)	-2.4%	-10.7%	21.5	-19.1%	4.2%	-29.8%	-23.8%
24	CC(C)Oc1ccc(C(=O)N2CCC(CCC(=O)NC3CC3)CC2)cc1	0.3%	5.5%	31.1	x	x	x	x
25	COc1cccc(-n2c(=O)c3c4c(sc3n(Cc3ccc(C)cc3)c2=O)CCCC4)c1	0.3%	x	6.3	x	-1.0%	x	x
26	COc1ccc(C(C#N)N2N=C(C)CC2(C)C)cc1OC (stereo not drawn)	5.0%	16.4%	-38.1	-2.3%	-14.4%	-11.3%	8.6%
27	CC(=O)C1=C(C)NC(SCC(N)=O)=C(C#N)C1c1cccs1 (stereo not drawn)	0.4%	3.1%	-15.0	2.8%	-6.9%	x	4.1%
28	Cc1ccc(-n2c(Cc3cccn3C)nnc2SCC(=O)N2CCc3ccccc32)cc1	-1.4%	-12.6%	-6.4	5.0%	3.6%	114.0%[activator]	x
29	Cc1nc(CN(C)C(=O)c2cc(COc3c(F)cccc3F)on2)cs1	-7.3%	5.6%	u	0.4%	-5.6%	13.4%	16.4%
30	CC(C)(C)OC(=O)C[C@H]1C/C=C\C[C@H](CC(=O)N(CCO)Cc2ccccc2)C(=O)N2CCC[C@H]2COC1=O	-4.2%	-4.6%	1.9	x	x	236.5%[activator]	-2.9%
31	COc1ccc([C@H]2[C@H]3C=CC[C@@H](C)[C@@H]3C(=O)N2Cc2ccccc2)cc1Cl	-3.4%	-10.6%	-26.5	-2.8%	-2.1%	23.9%	-0.2%
32	Cc1nc(C(F)(F)F)ccc1C(=O)Nc1ccc2ccccc2n1	-0.6%	67.5%[activator]	-18.2	3.8%	-11.6%	-13.3%	u
33	COc1ccccc1NS(=O)(=O)c1cccc(C(=O)NNC(=O)c2ccc(O)c(Cl)c2)c1	-2.8%	48.6%[activator]	-8.4	x	-0.2%	-33.5%	0.2%
34	Cc1c(C(=O)OC2CCCCCC2)[nH]c2c1C(=O)CC(c1ccc(Cl)cc1)C2 (stereo not drawn)	1.4%	x	-1.0	x	-7.6%	x	x
35	COC(=O)c1ccc(NC(=S)N(Cc2cccnc2)Cc2ccco2)cc1	-5.3%	-0.6%	u	-6.0%	-9.3%	-15.1%	-13.5%
36	Cc1cc(Nc2ccc(N3CCC(C)CC3)cc2)n2ncnc2n1	-1.9%	u	-13.8	4.7%	-2.3%	-2.9%	-2.7%
37	Cc1cc(N2CCOCC2)nc(C(C)C)n1	0.3%	0.0%	22.0	-11.9%	u	-12.6%	16.8%
38	O=C(Cn1cc(SCc2ccccc2)c2ccccc21)N1CCCCC1	0.5%	x	-27.6	x	-4.9%	x	x
39	Cc1ccc(NC(=O)CCNC(=O)Nc2ccccc2)cc1S(=O)(=O)N(C)C	-2.8%	-1.7%	17.9	x	4.5%	-20.6%	0.1%
40	COC(=O)c1cc(NC(=O)c2c(F)c(F)c(F)c(F)c2F)cc(C(=O)OC)c1	-4.6%	6.8%[2.32 µM]	-62.6*	0.4%	-7.8%	-51.7%	12.6µM*
41	O=C(O)C1CCCCC1C(=O)NCc1cn2ccccc2n1 (stereo not drawn)	-4.8%	44.0%[activator]	28.0	-5.4%	u	0.2%	19.2%
42	CON(C)c1nc(OCCNC(=O)OCc2ccc(Cl)cc2Cl)nc(N(C)C)n1	-8.9%	1.9%	-9.0	3.5%	-2.5%	149.9%[activator]	u
43	Nc1c(C(=O)Nc2ccc(S(=O)(=O)N3CCCC3)cc2)sc2nc3ccc(OC(F)(F)F)cc3cc12	-10.0%	11.0%	-95.8*	-0.6%	4.9%	-34.9%	u
44	CSCC[C@H](NC(=O)COc1ccc(Cl)cc1)c1nc2ccccc2[nH]1	-5.7%	-6.6%	14.2	1.1%	u	-23.5%	-25.0%
45	COc1ccc(NC(=O)CN2C(=O)NC3(CCCC3)C2=O)cc1S(=O)(=O)N1CCCCC1	-3.1%	-6.5%	-6.1	x	-20.4%	-19.7%	1.3%
46	Cc1cc2nc(C)n3c4ccccc4nc3n2n1	1.2%	5.5%	-23.8	0.1%	-18.8%	-7.6%	7.6%
47	C=CCSC1=N/C(=C\c2sccc2C)C(=O)S1	-0.8%	49.4%[activator]	-6.5	0.2%	-0.8%	-28.1%	-15.8%
48	CN(C)/C=N/C(=S)Nc1ccccc1	-1.4%	14.7%	40.4	-1.0%	3.1%	-23.3%	9.6%
49	CC(C(=O)O)(C1CCCCC1)C1(O)CCCCC1 (stereo not drawn)	-3.5%	2.9%	-39.3	x	x	x	x
50	CC1CCCN(C(=O)c2ccc(S(=O)(=O)Nc3ccccc3Cl)cc2)C1 (stereo not drawn)	3.5%	-14.8%	-21.7	-1.6%	-9.9%	-3.2%	15.6%
51	COc1cccc(CNC(=O)C2CCN(Cc3cc4ccccc4n3Cc3ccc(C)cc3)CC2)c1	3.7%	x	9.6	x	8.9%	x	x
52	COc1cccc(CN(C(=O)c2ccco2)C2CCS(=O)(=O)C2)c1 (stereo not drawn)	-6.1%	0.0%	-17.7	-2.0%	-8.2%	7.7%	13.1%
